Screening results as filed in PubChem.
HCV NS3 hel inh: inhibitors of HCV NS3 helicase, primary screen, biochemical, Cy5 molecular beacon fluorescence. inhibition, % at 10.9 µM. NS3 helicase DNA unwinding. 290,000 tested, 0.56% active. Hepatitis C virus NS3 helicase;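 active = inhibition above the mean of all tested compounds plus 3 SD, set per campaign, cut at about 35% in these data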;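 also: 0% = DMSO wells and 100% = thioflavine S control wells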
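System: NS3 helicase fragment of HCV / Schedule: 1 h at 25 °C / Control set: DMSO alone as 0% and 110 µM thioflavine S as 100% / Reagent: Cy5/quencher beacon DNA duplex and ATP to start / Technique: Cy5 fluorescence / Replication: singlicate / Evaluation: % inhibition of end-to-start signal ratio versus controls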
FID counter: compounds displacing fluorescent DNA intercalator, primary screen, artefact control for HCV NS3 helicase inhibitor project, biochemical, FID fluorescence | 290,000 tested, 0.17% active | AID 1845, 2009 | DNA fluorescent intercalator displacement | inhibition, % at 7.9 µM; in the data active = inhibition above about 37%;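 also: 0% = vehicle and 100% = reference compound; higher means more ethidium bromide displaced from hairpin DNA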
V1aR counter: agonists of human V1a receptor, primary screen, counter-screen for OXTR agonist project, fluorescence, CHO-V1R cells. 320,000 tested, 0.25% active. AID 2797, 2010. Fluo-8 calcium fluorescence, agonist mode; 0% DMSO, 100% 3 nM vasopressin. activation, % at 3 µM;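 active = activation above the mean activation of all tested compounds plus 3 SD, per screening run, cut at about 20% in these data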;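 also: signal is peak over basal fluorescence ratio across a 100 second FLIPR read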
PHOSPHO1 block: PubChem AID 1565 | recombinant PHOSPHO1, absorbance phosphatase assay | inhibition, % at 13.3 µM | 290,000 tested, 1.1% active; in the data active = inhibition above about 60%
Target sequence (Q8TCT1 whole entry, looked up): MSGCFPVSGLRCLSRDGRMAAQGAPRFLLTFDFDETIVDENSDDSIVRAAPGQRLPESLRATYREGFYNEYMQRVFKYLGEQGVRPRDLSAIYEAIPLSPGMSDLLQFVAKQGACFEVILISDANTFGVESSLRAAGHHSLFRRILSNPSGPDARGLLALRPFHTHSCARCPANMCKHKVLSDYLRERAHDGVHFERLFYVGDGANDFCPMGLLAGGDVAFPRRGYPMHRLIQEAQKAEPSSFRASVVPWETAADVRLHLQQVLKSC
GalR3 antagonist: GalR3 antagonists in HEK293 cells, primary screen, cell-based, fluorescence readout. inhibition, % at 3 µM. HEK293 GalR3-CNG cAMP membrane potential fluorescence; galR3 body fused to GalR1 C-terminus. 360,000 tested, 0.44% active. AID 651719, 2012;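 active = inhibition above the screen-wide average plus 3 SD, cut at about 13% in these data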;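 also: forskolin and galanin both at EC90 stimulate the cells; cAMP rise reported by CNG channel membrane potential dye signal; 0% = forskolin plus galanin with DMSO and 100% = forskolin alone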
Target sequence (O60755 1-299 limits assumed): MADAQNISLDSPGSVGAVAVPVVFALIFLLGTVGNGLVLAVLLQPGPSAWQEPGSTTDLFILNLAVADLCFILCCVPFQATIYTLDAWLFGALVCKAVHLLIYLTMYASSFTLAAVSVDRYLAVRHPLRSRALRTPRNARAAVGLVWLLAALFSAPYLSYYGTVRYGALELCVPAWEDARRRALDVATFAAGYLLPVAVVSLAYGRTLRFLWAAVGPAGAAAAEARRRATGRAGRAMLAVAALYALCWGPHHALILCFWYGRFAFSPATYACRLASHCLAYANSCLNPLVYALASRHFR
GPR7 antagonist: GPR7 receptor antagonists, primary screen, cell-based, fluorescence, single concentration | Neuropeptides B/W receptor type 1 (Homo sapiens), P48145 | GPR7-expressing cells, fluorescence antagonist assay | inhibition, % at 4.4 µM | 290,000 tested, 1.1% active | AID 1861, 2009; in the data active = inhibition above about 16%, passing the limit was not always enough;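 also: cells stimulated with the agonist NPW; 0% = agonist with vehicle and 100% = vehicle without agonist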
VIM-2 inhibitor: VIM-2 metallo-beta-lactamase inhibitors, primary screen, biochemical, epi-absorbance readout, Pseudomonas aeruginosa enzyme; AID 1527, 2009; 290,000 tested, 0.89% active; purified VIM-2, nitrocefin hydrolysis, epi-absorbance fluorescence; inhibition, % at 5.6 µM;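 active = inhibition above the mean of all tested compounds plus 3 SD, cutoff set per screening run, cut at about 7.5% in these data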;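 also: red hydrolysis product quenches plate fluorescence so inhibitors raise well fluorescence; 0% = enzyme with DMSO and 100% = DMSO without enzyme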
IMP-1 inh: IMP-1 metallo-beta-lactamase inhibitors, primary screen, biochemical, epi-absorbance readout, Pseudomonas aeruginosa enzyme | purified IMP-1, nitrocefin hydrolysis, epi-absorbance fluorescence | metallo-beta-lactamase IMP-1 (Pseudomonas aeruginosa) | 290,000 tested, 0.45% active | inhibition, % at 5.6 µM;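 active = inhibition above the mean plus 3 SD of all compounds in the same screening run, cut at about 4.5% in these data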;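 also: 0% = IMP-1 with DMSO and 100% = DMSO wells lacking enzyme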
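Assay system: purified IMP-1; Quantity: IMP-1 0.2 nM before substrate addition; Medium: HEPES buffer pH 7.1 with ZnSO4 and Brij 35; Incubation: 15 min enzyme–compound preincubation, then 25 min nitrocefin reaction, 25 °C; Signal: fluorescence quenching readout, ex 480/em 530 nm; Controls: DMSO with and without IMP-1; Repeats: singlicate testing.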
OXTR agonist: human OXTR agonists, primary screen, fluorescence, CHO-OTR cells, Fluo-8 calcium. Oxytocin receptor (Homo sapiens), P30559. Fluo-8 calcium fluorescence; normalized: DMSO 0%, oxytocin 100%. activation, % at 3 µM. 320,000 tested, 0.32% active;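 active = activation above the mean of all tested compounds plus 3 SD, cutoff set per screening run, cut at about 20% in these data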;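 also: peak over basal fluorescence ratio from a 100 s FLIPR kinetic read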
Target sequence (P30559 whole entry, looked up): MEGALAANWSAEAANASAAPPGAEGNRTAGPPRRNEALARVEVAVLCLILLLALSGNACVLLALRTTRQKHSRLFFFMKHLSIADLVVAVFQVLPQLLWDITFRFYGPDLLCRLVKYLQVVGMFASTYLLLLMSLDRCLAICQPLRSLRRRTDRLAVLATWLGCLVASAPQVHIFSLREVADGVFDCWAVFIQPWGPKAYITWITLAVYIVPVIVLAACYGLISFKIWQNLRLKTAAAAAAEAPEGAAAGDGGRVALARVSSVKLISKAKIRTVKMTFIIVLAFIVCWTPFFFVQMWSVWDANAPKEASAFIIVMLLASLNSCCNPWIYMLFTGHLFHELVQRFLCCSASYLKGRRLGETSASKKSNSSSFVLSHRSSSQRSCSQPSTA
* hit, by the source's call; / = not tested or not shown.

no. | compound | HCV NS3 hel inh | FID counter | V1aR counter | PHOSPHO1 block | GalR3 antagonist | GPR7 antagonist | VIM-2 inhibitor | IMP-1 inh | OXTR agonist
1 | COCCCn1c(Cc2csc(Nc3ccccc3)n2)nnc1SCC(N)=O | 3 | -16 | 0.0 | -6 | 4 | -4 | -3.0 | -5.2 | -1.0
2 | Cc1sc(NC(=O)c2ccccc2F)c(CN2CCCCC2C)c1C (stereo unspecified) | 2 | -8 | -0.6 | 2 | -1 | -5 | 0.8 | 0.1 | -0.9
3 | CSc1cccc(NC(=S)N2CCCN(Cc3ccc(F)cc3)C2)c1 | -40 | 3 | 4.0 | 26 | 7 | -6 | -2.2 | -0.8 | 6.2
4 | CN(C)C=Nc1ncc2c3ccccc3n(Cc3ccccc3)c2c1C#N | 4 | -3 | 0.1 | -18 | 5 | -3 | -3.0 | -0.8 | -0.2
5 | CCc1c(C)nc(SCC(=O)Nc2c(C)n(C)n(-c3ccccc3)c2=O)[nH]c1=O | 1 | -1 | 0.8 | 38 | -3 | -2 | -6.8 | -0.7 | 0.7
6 | COc1ccc(NC(=O)CSc2nc3ccccc3n2-c2ccccc2)c([N+](=O)[O-])c1 | 1 | 0 | 0.3 | -2 | -2 | -13 | -2.3 | -4.7 | -0.8
7 | COc1ccc(NC(C)=[N+](C)CCNS(=O)(=O)c2ccc(Cl)cc2)cc1 | -3 | 13 | 0.2 | -23 | -4 | -1 | -2.8 | -2.6 | -0.1
8 | O=C(CCC(=O)NC1CCCCC1)Nc1cccnc1 | -3 | -1 | -0.8 | 25 | -2 | -17 | -0.3 | -3.2 | -0.1
9 | COCC(=O)Nc1c(C(=O)Nc2ccc3c(c2)OCO3)oc2ccccc12 | 6 | -11 | 0.6 | 30 | 2 | 2 | 1.5 | -1.0 | -1.2
10 | O=C(NCCCN1CCCC1=O)c1cccc(C(F)(F)F)c1 | -3 | 1 | 0.4 | -10 | -3 | -9 | -0.3 | -0.9 | 0.3
11 | CN(CC(=O)N1CCc2ccccc21)S(=O)(=O)c1cccs1 | 3 | -3 | -0.7 | 3 | -2 | -4 | -2.8 | -3.8 | -2.4
12 | CSc1nc2ccc(S(=O)(=O)N3CCCC3)cc2s1 | 1 | -3 | 0.2 | 26 | -8 | 5 | -2.8 | -1.6 | 1.3
13 | Cc1nc2nc[nH]n2c(=O)c1NS(=O)(=O)c1ccc(C(C)(C)C)cc1 | 6 | -2 | 1.0 | -16 | -8 | -4 | -5.5 | -4.1 | 0.5
14 | COc1ccc(-c2nnc(NC(=O)C3CC3)o2)cc1 | 11 | -2 | 1.0 | -4 | -1 | -6 | -4.9 | -2.2 | 0.2
15 | Cc1ccc(CN2CCN(C(=O)c3ccco3)CC2)cc1 | 0 | -7 | 1.0 | -8 | -3 | -11 | 0.2 | -3.3 | -0.1
16 | COc1cccc(NC(=O)COC(=O)C2C3CC4OC(=O)C2C4C3)c1 (stereo unspecified) | 25 | -15 | 1.3 | 39 | -7 | -4 | -2.7 | -1.0 | 2.3
17 | COc1ccc(-c2nnn(-c3ccc(Cl)cc3Cl)c2N)cc1 | -7 | -10 | 0.0 | 2 | -4 | 5 | -1.6 | -0.9 | -1.4
18 | CC(Sc1nc(-c2ccccc2)cc(C(F)(F)F)n1)C(=O)Nc1sc2c(c1C(N)=O)CCC2 (stereo unspecified) | 20 | -3 | 1.6 | -7 | -2 | -5 | 0.9 | 0.7 | -0.2
19 | CCOC(=O)CSc1nnc(Cc2cc(=O)[nH]c(=O)[nH]2)n1-c1cccc(OC)c1 | -3 | -4 | 1.1 | 33 | -2 | 0 | -0.9 | 1.3 | -0.1
20 | CC(C)n1cc(/C=N/Nc2ccc(C(=O)O)cc2)c2ccccc21 | 10 | -13 | 7.5 | -3 | -12 | -1 | 0.0 | -1.0 | 4.9
21 | Cc1ccc2c(c1)N(Cc1ccccn1)C(=O)C(C)O2 (stereo unspecified) | -9 | -5 | -0.9 | -7 | -3 | -22 | -2.5 | -7.3 | -1.4
22 | CCC(C)n1cnc2c(c1=O)c1nc3ccccc3nc1n2Cc1ccccc1OC (stereo unspecified) | 2 | 1 | -0.1 | 5 | 2 | -9 | -1.9 | -2.1 | -0.8
23 | CCOC(=O)c1c(NC(C)=O)sc2c1CCC(C=O)=C2Sc1ccccc1 | 4 | -4 | -0.3 | 91* | -4 | -11 | -1.8 | -2.0 | -1.2
24 | CC(C)N(Cc1ccccc1)C(=O)C1CCCN(c2ncnc3c2nc2n3CCCCC2)C1 (stereo unspecified) | -1 | -57 | 1.9 | 37 | 1 | -12 | -1.9 | -3.2 | 0.8
25 | CC(C)Cn1c(/C=C/c2ccccc2)nc2ccccc21 | 2 | -17 | -1.8 | -6 | -5 | -11 | -0.9 | -1.1 | -2.9
26 | Cc1cc(NC(=O)c2cn(C3CCCCC3)c(=O)c3c2c2ccccc2n3C)no1 | -2 | -1 | 0.0 | -4 | 0 | -10 | -6.3 | -3.5 | -1.3
27 | O=C(Nc1nccs1)c1ccc(-c2cccc([N+](=O)[O-])c2)o1 | 0 | -2 | -0.2 | 2 | -1 | -16 | -3.4 | -1.5 | -2.2
28 | CCCOC(=O)Cc1c(O)c2ccccc2[nH]c1=O | 7 | -3 | 0.9 | -1 | -4 | -2 | -1.6 | -2.6 | 0.5
29 | Cc1ccc(C)c(NC(=O)C2CC(=O)N(C(C)C)C2)c1 (stereo unspecified) | -5 | -1 | -0.7 | -2 | -6 | 2 | -2.6 | -1.6 | -0.2
30 | COCCNC(=O)C1CC(c2ccc(F)cc2)=NO1 (stereo unspecified) | 4 | 0 | 0.5 | 5 | -6 | 5 | -4.0 | -3.9 | 0.8

3 entries already listed, ordered by their value in GalR3 antagonist, descending.
No.	Structure	GalR3 antagonist
4	CN(C)C=Nc1ncc2c3ccccc3n(Cc3ccccc3)c2c1C#N	5
5	CCc1c(C)nc(SCC(=O)Nc2c(C)n(C)n(-c3ccccc3)c2=O)[nH]c1=O	-3
7	COc1ccc(NC(C)=[N+](C)CCNS(=O)(=O)c2ccc(Cl)cc2)cc1	-4

Laid out differently: entries from further up
Under each structure – HCV NS3 hel inh	FID counter	V1aR counter	PHOSPHO1 block	GalR3 antagonist	GPR7 antagonist	VIM-2 inhibitor	IMP-1 inh	OXTR agonist
9	COCC(=O)Nc1c(C(=O)Nc2ccc3c(c2)OCO3)oc2ccccc12
  6	-11	0.6	30	2	2	1.5	-1.0	-1.2
23	CCOC(=O)c1c(NC(C)=O)sc2c1CCC(C=O)=C2Sc1ccccc1
  4	-4	-0.3	91*	-4	-11	-1.8	-2.0	-1.2
25	CC(C)Cn1c(/C=C/c2ccccc2)nc2ccccc21
  2	-17	-1.8	-6	-5	-11	-0.9	-1.1	-2.9
6	COc1ccc(NC(=O)CSc2nc3ccccc3n2-c2ccccc2)c([N+](=O)[O-])c1
  1	0	0.3	-2	-2	-13	-2.3	-4.7	-0.8
29	Cc1ccc(C)c(NC(=O)C2CC(=O)N(C(C)C)C2)c1 (stereo unspecified)
  -5	-1	-0.7	-2	-6	2	-2.6	-1.6	-0.2

(next part)
no. | compound | HCV NS3 hel inh | FID counter | V1aR counter | PHOSPHO1 block | GalR3 antagonist | GPR7 antagonist | VIM-2 inhibitor | IMP-1 inh | OXTR agonist
31 | O=C(NCC(=O)N(Cc1ccco1)C(C(=O)NC1CCCC1)c1ccncc1)c1cccs1 (stereo unspecified) | -1 | -15 | 0.6 | -7 | -1 | 3 | -1.6 | -2.6 | 0.7
32 | O=[N+]([O-])c1ccc(N2CCN(C(=S)Nc3ccc(F)cc3F)CC2)cc1 | -2 | 7 | 8.9 | 18 | -6 | 1 | -2.4 | -0.6 | 14
33 | COc1ccccc1-n1cnnc1SCC(=O)N1CCOCC1 | -6 | -7 | 0.1 | 31 | -9 | -1 | -4.1 | -2.5 | 0.2
34 | COc1cccc(-n2cnnn2)c1 | 2 | -3 | -0.5 | -9 | 1 | -15 | -2.0 | -2.1 | 0.3
35 | CC(=O)Nc1cc[n+](C(C)C(=O)c2ccc(Cl)cc2)cc1 (stereo unspecified) | 1 | 5 | 0.8 | -11 | -5 | -5 | -1.4 | -0.2 | 1.3
36 | COc1ccc(OCC(=O)Nc2cc(C)c(Cl)cc2OC)c([N+](=O)[O-])c1 | 1 | 10 | 2.5 | -20 | 1 | -11 | -3.0 | -1.7 | -0.1
37 | CCC(=O)Nc1cc(Cl)ccc1C(=O)O | 3 | -3 | 2.1 | 7 | -4 | -6 | -4.8 | -3.6 | 0.3
38 | O=C(CN1c2ccccc2Sc2ccccc21)N/N=C/c1ccccc1 | -11 | -7 | -0.1 | 17 | -3 | -14 | -3.1 | -4.1 | -0.9
39 | Cc1cc(C)cc(N(CCC#N)C(=O)CSC2=Nc3ccccc3C3CC=NN23)c1 (stereo unspecified) | 1 | -33 | 0.2 | 32 | 1 | -9 | -1.9 | -1.9 | 1.2
40 | CCOc1ccccc1NC(=O)CSc1nnnn1Cc1ccccc1 | -2 | -29 | -0.4 | -14 | -4 | -5 | -2.0 | -6.1 | -1.1
41 | COc1c(C)cccc1C(=O)Nc1ccc(N2CCN(S(C)(=O)=O)CC2)cc1 | -3 | -13 | 2.8 | 15 | 0 | -2 | -1.0 | -0.8 | 0.7
42 | COc1ccc(C(=O)NNC2=NCCCCC2)cc1 | 1 | -8 | 0.1 | -32 | 3 | -10 | -3.2 | -1.6 | 0.1
43 | COc1cccc(/C=N/NC(=O)c2nc(-c3ccccc3)cc(-c3ccccc3)n2)c1O | 2 | -7 | -0.2 | 4 | -5 | -14 | -1.1 | -2.7 | -0.3
44 | COc1ccc(-c2nn(-c3ccccc3)cc2/C=N/O)cc1 | 3 | -12 | -0.6 | / | -12 | 2 | -0.7 | -2.0 | -1.5

The order is random. About 4.3% of those tested had a hit in this group.
